# Rad51 HR inh: Rad51 (human) homologous recombination inhibition; hRad51 DNA strand exchange, fluorescence dequenching; 0.085% of 200,000 active; Q06609; inhibition, % at 10 µM; AID 1385;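 active = inhibition above 40% at the single screening dose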;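 note: 0% = DMSO control wells and 100% = blanks with heterologous ssDNA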
#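 Test system: preformed human Rad51 ssDNA filaments; also added: Donor/quencher-labelled 47-bp dsDNA substrate; doses: 10 µM final, single point; times: 37 °C 15-min filament assembly, 30-min compound preincubation, 15-min exchange; detection: FRET fluorescence dequenching, excitation 485 nm, emission 520 nm; read-out basis: Fluorescence-based percent inhibition, control- and blank-normalised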
# PERK inhibitor: blocks human PERK kinase | CHO PERK-DD fusion, SEAP luminescence translation reporter | inhibition, % at 5.6 µM | 0.17% of 220,000 active;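 active = inhibition above the mean inhibition of all tested compounds plus 3 SD, set separately per screening campaign, cut at about 2.9% in these data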;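 note: PERK kinase domain activated by AP20187 dimerizer at 100 nM; 0% = DMSO with dimerizer and 100% = rapamycin at 8.4 µM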
# Target sequence (Q9NZJ5 whole entry, looked up, the tested form may be a part): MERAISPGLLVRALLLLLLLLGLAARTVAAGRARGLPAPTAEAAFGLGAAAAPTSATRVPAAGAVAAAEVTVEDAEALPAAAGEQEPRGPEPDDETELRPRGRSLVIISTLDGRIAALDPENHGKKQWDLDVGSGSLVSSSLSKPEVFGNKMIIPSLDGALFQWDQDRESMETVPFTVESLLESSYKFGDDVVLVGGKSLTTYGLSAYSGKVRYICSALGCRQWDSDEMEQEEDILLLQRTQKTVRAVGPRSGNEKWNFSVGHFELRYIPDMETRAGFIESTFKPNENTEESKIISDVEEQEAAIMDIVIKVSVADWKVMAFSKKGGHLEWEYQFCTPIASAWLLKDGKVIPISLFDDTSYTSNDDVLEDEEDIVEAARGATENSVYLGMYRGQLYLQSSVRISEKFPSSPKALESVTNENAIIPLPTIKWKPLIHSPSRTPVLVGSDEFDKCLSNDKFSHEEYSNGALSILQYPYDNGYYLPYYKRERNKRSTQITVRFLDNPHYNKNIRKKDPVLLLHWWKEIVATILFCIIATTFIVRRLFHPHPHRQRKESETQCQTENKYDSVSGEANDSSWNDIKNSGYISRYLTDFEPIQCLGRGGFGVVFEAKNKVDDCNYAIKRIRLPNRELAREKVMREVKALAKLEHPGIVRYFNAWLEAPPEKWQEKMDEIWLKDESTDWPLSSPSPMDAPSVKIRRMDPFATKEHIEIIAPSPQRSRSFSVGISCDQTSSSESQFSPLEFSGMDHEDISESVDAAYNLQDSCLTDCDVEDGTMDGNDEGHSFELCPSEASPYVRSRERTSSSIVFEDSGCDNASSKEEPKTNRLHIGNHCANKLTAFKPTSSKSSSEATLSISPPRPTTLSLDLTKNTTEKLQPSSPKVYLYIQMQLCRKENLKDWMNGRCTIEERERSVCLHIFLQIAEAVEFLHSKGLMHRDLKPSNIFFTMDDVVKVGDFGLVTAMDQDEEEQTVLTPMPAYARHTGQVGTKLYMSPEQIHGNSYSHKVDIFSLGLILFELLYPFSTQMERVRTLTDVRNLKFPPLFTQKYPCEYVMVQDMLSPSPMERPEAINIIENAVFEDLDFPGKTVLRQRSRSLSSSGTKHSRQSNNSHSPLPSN
# MDM2 E3 inh: inhibitors of human Mdm2 E3 ubiquitin ligase; cell-based MDM2 ubiquitination luciferase reporter, 2 h; 0 = plate control, 100 = twice control, blank-subtracted; signal enhancement, % at 5 µM; 0.11% of 210,000 active;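 active = signal enhancement of 30% or more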;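 note: luminescence tracks abundance of the self-degrading MDM2-luciferase fusion protein; higher signal means inhibition of MDM2 E3 ligase activity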
#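 Test system: stable mammalian line carrying autodegrading MDM2–luciferase fusion reporter; quantity: 2000 cells in each well; times: 4 h cell settling then 2 h compound exposure, 37 °C; detection: luminescence with SteadyLite reagent, 15 min at room temperature; evaluation: percent signal gain over controls, blank-subtracted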
# Calpain2 inh: inhibitors of pig calpain II | purified calpain II, fluorogenic peptide substrate, 30 min | inhibition, % at 16 µM | 0.37% of 220,000 active;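 active = inhibition above about 50%, limit read from the data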
# L929 necroptosis: L929 zVAD cell death inhibition; L929 zVAD necroptosis rescue, ATP luminescence, 24 h; with zVAD 60 µM; viability rescue, % at 10 µM; 0.38% of 220,000 active; AID 1377;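 active = activation, scaled between plate controls, above about 75%, limit read from the data; inactive = activation under that limit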;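 note: 0% = zVAD with DMSO and 100% = DMSO alone without zVAD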
# Cl transport mod: modulators of human KCC2 chloride dependent transport; Q9H2X9; KCC2 cells, thallium flux FluoZin-2 fluorescence; B-score of Tl+ flux slope (higher = more flux/activation; lower = inhibition) at 10 µM; AID 1456; 2.2% of 190,000 active;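 active = thallium flux slope and its plate-corrected score both differing from the plate sample mean at a set confidence after two filtering rounds, in either direction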;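 note: slope of fluorescence scaled to starting intensity during 10 to 20 s after thallium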
# eIF4E 4G PPI: blocks eIF4E binding to eIF4G | P63073+Q04637 | inhibition, % at 21.7 µM | 0.37% of 220,000 active | TR-FRET eIF4E-eIF4GI(517-606) binding, 2 h;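 active = inhibition above about 30%, limit read from the data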;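 note: 0% = full FRET control wells and 100% = background wells lacking eIF4GI fragment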
# EBV gp42 inh: inhibitors of Epstein-Barr virus glycoprotein 42; Q1HVG2; inhibition, % (tested at 21.74 µM); 0.42% of 220,000 active; Fluorescence polarization binding assay, mP read-out; in the data active = inhibition above about 50%
# TNF necrop inh: blocks TNF-alpha induced death of Jurkat FADD-/- cells. 0.068% of 220,000 active. activation (protection from cell death), % at 10 µM. Jurkat FADD-/- TNF necroptosis rescue, ATP luminescence, 24 h; 0 = TNF only, 100 = no-TNF cells;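 active = activation, meaning protection from cell death, of at least 50% relative to plate controls; inactive = activation below 50%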;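 note: necroptosis triggered by 40 ng/mL TNF-alpha added together with compound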
# Active calls of the source: *; i = inactive; x = not tested or not shown; [ ] = remark or other dose.
SMILES,Rad51 HR inh,PERK inhibitor,MDM2 E3 inh,Calpain2 inh,L929 necroptosis,Cl transport mod,eIF4E 4G PPI,EBV gp42 inh,TNF necrop inh
O=C(Nc1cccc(NC(=O)C2CCCO2)c1)c1ccco1 (stereo unspecified),4,0.7,1,-2,0.5,0.04,-4,-8,0.7
COc1ccc(CN(CC2CCC(C(=O)O)CC2)C(=S)Nc2cc(C)ccc2C)cc1 (stereo unspecified),-8,1.3,-4,-36,0.9,0.76,-3,1,0.1
CCN(CC)C(=O)CCc1nnc(CCc2c[nH]c3ccccc23)o1,19,0.4,-7,-21,1.7,0.21,2,-11,0.0
O=C(N[C@@H](Cc1c[nH]c2ccccc12)C(=O)NC1CC1)c1ccccc1Cl,-32,1.1,-13,-5,-0.9,-0.069,2,-18,-0.6
O=C(CSc1nnc(-c2cccs2)n1Cc1ccco1)Nc1ccc2c(c1)OCO2,1,0.8,-10,-10,-0.1,-1.3,0,-8,-1.0
Cc1[nH]nc(-c2ccc(OCc3cnn(-c4ccccc4)c3)cc2O)c1Oc1ccc(Cl)cc1,-11,0.9,-16,-25,0.9,x,3,10,-2.7
Cc1cc(C)n2nc(SC(C)C(=O)NCc3ccco3)nc2n1 (stereo unspecified),-7,0.0,-17,-14,-0.5,0.64,1,-8,-5.0
CCN(CC)C(=O)CN1CCC(n2c(C)nc3cc(C(F)(F)F)ccc32)CC1,-2,-0.4,-19,-16,0.4,-0.61,-3,9,-3.9
COC(=O)c1ccc(C23CC4(C2)[C@H](CN(C)[C@@H]4c2ccccc2)C3c2ccccc2)cc1 (stereo partly specified),-8,x,13,36,-0.5,-0.48,-3,-14,-4.3
Cc1c(CCOC(=O)C23CC4CC(CC(C4)C2)C3)sc[n+]1Cc1ccccc1,x,-0.4,-13,-3,0.5,0.95,-2[fluorescence artefact?],-11,1.2
COc1ccc(NC(=O)C(c2cc3c(cc2[N+](=O)[O-])OCO3)N2CCN(C=O)CC2)cc1 (stereo unspecified),x,-0.6,6,-14,x,0.014,4,12,1.1
Cc1ccc(F)cc1NC(=O)c1ccc(NS(=O)(=O)c2ccc(Br)s2)cc1,-10,0.5,-2,6,1.4,-1.4,7,3,2.0
CCOCCCNCc1ccc(OC)cc1,2,1.8,-11,10,-0.3,-0.066,1,-11,0.8
CCOC(=O)c1[nH]c2ccccc2c1NC(=O)CCN1CCN(C(=O)OCC)CC1,-12,-1.2,-20,x,-0.6,-1,x,x,1.8
CN(C)S(=O)(=O)c1ccc(C(=O)OCC(=O)c2ccc3c(c2)NC(=O)CO3)cc1,15,2.1,-1,3,0.0,x,-3,-21,-0.5
CCOC(=O)C1=C(CNCCOc2ccc(OC)cc2)NC(=O)NC1c1ccc2c(c1)OCO2 (stereo unspecified),x,1.3,7,14,-0.3,-0.14,3,-8,1.3
O=C(Nc1ccccc1C(F)(F)F)c1c(F)cccc1Cl,17,-0.6,-18,-24,0.9,-0.58,1,-5,-0.2
Cc1ccc(NC(=S)c2ccc(N(C)C)cc2)cc1,x,0.2,x,-12,0.1,-0.16,-3,-8,1.2
COc1cccc(CN(C)CC(=O)NNC(=O)c2ccc(Cl)cc2)c1,2,0.1,-1,-5,0.6,0.75,-1,2,1.6
NC(=O)C1CCN(c2nc(C3CC3)nc3c2nnn3Cc2ccccc2)CC1,0,-0.1,-17,-2,2.0,0.3,1,-19,-0.4
CC(=O)c1sc(N/N=C/c2ccc(C(C)C)cc2)nc1C,-3,0.0,7,-38,63,-0.49,-1,-19,-0.1
Cc1cc2c(cc1C)NC(c1nc3ccccc3[nH]1)C1=C(CC(C)(C)CC1=O)N2 (stereo unspecified),x,0.4,5,23,0.0,-3.8*,2,-13,-0.3
Cc1nc2ncnn2c(C)c1Cc1ccccc1Cl,-1,-1.5,-15,2,0.5,0.99,-1,-10,0.5
CN(C(=O)CSc1nc2cc([N+](=O)[O-])ccc2n1-c1ccc(F)cc1)C1CCS(=O)(=O)C1 (stereo unspecified),3,-0.2,8,-3,-0.3,4.9*,-2,-1,0.4
Cc1nc(SCc2ccc(F)cc2)c2oc3ccccc3c2n1,x,1.6,-7,-21,0.5,0.63,-33,-6,0.4
CC(=O)N1c2ccccc2NC2=C(C(=O)CCC2)C1c1ccc(F)cc1 (stereo unspecified),-4,0.0,6,-28,-0.3,-0.56,-5[fluorescence artefact?],0,-0.8
O=C(NCCN1CCCCC1)Nc1ccc(F)c(Cl)c1,1,0.1,-9,-10,-0.9,-0.39,11,-13,2.8
COc1ccc(N(CC(=O)NCCC2=CCCCC2)S(=O)(=O)c2ccccc2F)cc1,9,0.7,x,38,-0.9,-1.2,2,-40,0.6
COc1ccc(C2C3=C(CC(C)(C)CC3=O)OC(N)=C2[N+](=O)[O-])cc1 (stereo unspecified),-4,0.9,-2,-4,0.7,0.03,13,-10,0.8
Cc1c(-n2cc(C(=O)c3cc(Br)ccc3O)cc(C#N)c2=O)c(=O)n(-c2ccccc2)n1C,-24,0.3,0,-49,-0.4,-0.81,-2,-15,-1.1
CCOC(=O)COc1ccc(C)cc1-c1ccno1,-2,1.2,-19,16,-0.4,0.31,7,10,0.6
COc1ccccc1-c1csc(NC(=O)c2ccc(N3C(=O)CCC3=O)cc2)n1,x,-0.3,-10,-54,2.1,0.043,1,-12,-2.3
CCC(C)C(=O)Nc1nc(C)c(-c2csc(Nc3ccc(Cl)cc3)n2)s1 (stereo unspecified),-2,0.1,-18,-159,4.9,1.1,-1,-9,1.7
CCOC(=O)CN1C(=O)CN(c2ccc(C)c(C)c2)C1=O,x,0.2,-8,-1,0.2,0.73,-3[fluorescence artefact?],0,0.9
CCCN(C(=O)C(=O)Nc1ccc2nc3n(c(=O)c2c1)CCCCC3)c1ccc(OCC)cc1,7,-2.0,-1,7,1.1,-0.3,-3,3,-4.9
C/C(CC(=O)Nc1cccc2c1CCCC2)=N\NC(=O)COc1ccccc1,-45,0.1,5,8,0.0,0.017,19[fluorescence artefact?],-17,1.6
CCC(=O)N1CCN(CCN=CC2=C(O)CC(c3cccs3)CC2=O)CC1 (stereo unspecified),0,1.6,-8,29,1.3,x,4[fluorescence artefact?],15,-0.7
Cc1cc(NC(=O)Nc2cc(Cl)ccc2C)no1,17,-0.4,-8,9,2.3,-0.87,3,-9,1.0
O=C(NC(=S)NCCN1CCOCC1)c1ccccc1,3,0.6,0,-14,0.9,-0.3,1,-8,1.4
CC1N(C)c2cccc3cccc(c23)N1C,-3,-0.1,7,i,1.4,1.8,27[fluorescence artefact?],-9,-0.4

# One compound at a time, from the list above. Values in the order: Rad51 HR inh	PERK inhibitor	MDM2 E3 inh	Calpain2 inh	L929 necroptosis	Cl transport mod	eIF4E 4G PPI	EBV gp42 inh	TNF necrop inh
# Results for `O=C(Nc1cccc(NC(=O)C2CCCO2)c1)c1ccco1` (stereo unspecified) : 4	0.7	1	-2	0.5	0.04	-4	-8	0.7
# Results for `C/C(CC(=O)Nc1cccc2c1CCCC2)=N\NC(=O)COc1ccccc1` : -45	0.1	5	8	0.0	0.017	19[fluorescence artefact?]	-17	1.6
# Results for `NC(=O)C1CCN(c2nc(C3CC3)nc3c2nnn3Cc2ccccc2)CC1` : 0	-0.1	-17	-2	2.0	0.3	1	-19	-0.4
# Results for `Cc1cc(C)n2nc(SC(C)C(=O)NCc3ccco3)nc2n1` (stereo unspecified) : -7	0.0	-17	-14	-0.5	0.64	1	-8	-5.0
# Results for `CN(C)S(=O)(=O)c1ccc(C(=O)OCC(=O)c2ccc3c(c2)NC(=O)CO3)cc1` : 15	2.1	-1	3	0.0	x	-3	-21	-0.5

# The listing continues:
SMILES,Rad51 HR inh,PERK inhibitor,MDM2 E3 inh,Calpain2 inh,L929 necroptosis,Cl transport mod,eIF4E 4G PPI,EBV gp42 inh,TNF necrop inh
O=C1CN(C(=O)c2ccc(Br)o2)C(c2ccccc2)c2cc(Br)ccc2N1 (stereo unspecified),x,-1.1,-14,-66,-0.8,0.22,-4,-1,-3.5
Cc1c(Cl)cnn1CC(=O)NC1C(=O)N2C(C(=O)O)=C(CSc3nnnn3C)CSC12 (stereo unspecified),-22,0.2,0,6,2.7,0.22,5,-6,0.0
Cc1c(Cl)c(C(=O)NNC(=S)NCc2ccco2)nn1C,0,1.8,-9,9,-0.1,-0.3,0,-5,-1.2
CSc1ccc(/C=C(\NC(=O)c2ccc(C)cc2)C(=O)Nc2cccc(C)c2)cc1,x,0.3,x,-19,0.6,-0.097,-2,-5,1.2
C/C(=N\Nc1cccc(Cl)c1)C1(C)N(O)C(C)(C)C(c2ccco2)=[N+]1[O-] (stereo unspecified),10,0.9,-24,0,0.8,-2.6,0,-17,1.6
COc1ccccc1OCC(=O)N1CCN(c2ccccc2OC)CC1,-3,x,-12,-8,x,x,-4[fluorescence artefact?],-15,x
O=C(Cn1ncc2c1-c1ccccc1OC2)N(Cc1ccco1)C1CCCCC1,-2,0.3,-14,-21,-0.4,0.14,1,-8,-1.0
O=[N+]([O-])c1cccc(Nc2c3ccccc3nc3ccccc23)c1,10,-0.1,-10,-131,1.8,x,0,-12,-2.9
CCC(C)COC(=O)c1ccc(C(=O)O)cc1 (stereo unspecified),x,1.0,0,-17,0.1,-0.46,-7,-10,-2.7
COc1cc(/C=C2/NC(=O)N(CC(=O)Nc3cccc(C)c3)C2=O)ccc1OCC(N)=O,19,-0.4,-1,-63,6.4,0.006,0,-1,1.2
Cn1nnc2cc(NC(=O)N3CC4(C)CC3CC(C)(C)C4)ccc21 (stereo unspecified),-3,0.1,x,-37,0.6,-0.023,-12,-9,-0.3
COC(=O)CSc1nc2ccc(NC(=O)CSc3nnnn3Cc3ccccc3)cc2s1,0,-0.2,-16,-95,0.9,x,-3,-6,0.3
Cc1ccc(S(=O)(=O)Nc2cccc(-c3cn4ccsc4n3)c2)cc1,-7,-1.7,12,-12,0.9,-0.51,2,2,-7.0
c1ccc(CN2CCN(c3nc(-c4ccccn4)nc4ccccc34)CC2)cc1,-1,-2.1,-16,-17,0.5,-1.6,7,16,-1.9
COc1ccc(/C=c2/sc3n(c2=O)NC2(c4ccccc4)N(C)C(=O)N(C)C2(c2ccccc2)N=3)cc1 (stereo unspecified),-7,-0.3,-6,-237,0.9,x,-22,4,0.7
COC(=O)c1cc(NC(=O)c2nccnc2C(=O)O)cc(C(=O)OC)c1,3,1.2,-4,-17,1.0,0.0042,-3,-2,0.7
Cc1noc(C)c1C(=O)OCC(=O)Nc1ccc(C(N)=O)cc1,-3,-0.1,-23,9,-1.4,1.6,0,-2,0.2
Cc1cccc(OCC(=O)Nc2nc3ccc([N+](=O)[O-])cc3s2)c1C,x,1.7,-4,-10,0.6,x,9,-12,-2.2
CCOC(=O)c1c(C)[nH]c(C(=O)OCC(=O)NC(C)(C)C)c1C,3,0.9,-9,-18,1.6,0.23,-1,-12,1.2
CCCC(=O)Nc1c2c(nn1-c1ccc(C)cc1C)CSC2,-10,0.2,-5,5,1.0,0.91,6,-4,2.2
O=S(=O)(Nc1ccccc1N1CCOCC1)c1ccc(Cl)s1,-1,0.7,-4,4,0.3,-0.61,5,-8,1.4
COc1ccccc1NC(C#N)c1ccccc1OCc1ccccc1 (stereo unspecified),2,0.8,0,10,1.3,-1.3,5,-9,-1.7
